TbMetRS inhib – Trypanosoma brucei MetRS inhibition. purified T. brucei MetRS, ATP depletion, Kinase-Glo luminescence. inhibition, % at 11.9 µM. actives 0.4% (n = 360,000). AID 624268;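 active = inhibition above a per-plate cutoff of the control wells' mean inhibition plus 3 SD, cut at about 5.5% in these data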;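 also: 0% = DMSO wells median and 100% = median of wells with control inhibitor compound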
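Assay system: T. brucei methionyl-tRNA synthetase, purified | Medium: HEPES buffer with MgCl2, KCl, DTT, spermine, BSA, pyrophosphatase | Compound: 11.9 µM single point | Incubation: 15 min enzyme-compound preincubation, 2 h reaction, 10 min detection, 25 °C | Measured by: Kinase-Glo luciferase luminescence reporting remaining unconsumed ATP | Measure: % inhibition normalized to control-well medians | Replication: Singlicate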
CendR NRP1 mod – NRP-1/CendR interaction modulation; O14786; FAM-RPARPAR peptide binding to NRP-1, fluorescence polarization; inhibition, % at 25 µM; actives 0.85% (n = 360,000); AID 602438;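 active = inhibition or corrected inhibition above about 18%, plus a signal ratio from 0.5 to 1.5, limit read from the data, passing the limit was not always enough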; also: strong numbers were not always called active
E coli Lon inh – E. coli protease La inhibition; P0A9M0; purified E. coli Lon protease, fluorescence polarization; inhibition, % at 7.94 µM; actives 0.42% (n = 360,000); AID 602123; in the data active = inhibition above about 13%, passing the limit was not always enough;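 also: 0% = enzyme with probe and DMSO and 100% = no enzyme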
MsrA inh – inhibitors of bovine MsrA | inhibition, % at 15.5 µM | actives 0.75% (n = 360,000) | purified bovine MsrA, absorbance read-out; in the data active = inhibition above about 4.5%;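 also: 0% = vehicle wells with enzyme and 100% = reference inhibitor wells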
Scp-1 inhibitor – inhibitors of human Scp-1 phosphatase. Q9GZU7. Recombinant Scp1, phosphopeptide, malachite green phosphate absorbance. inhibition, % at 20 µM. actives 0.88% (n = 340,000). AID 493091;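 active = inhibition above about 50% at 20 µM, limit read from the data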;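 also: plate controls were DMSO wells with enzyme for no effect and wells lacking enzyme for full effect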
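Test system: SCP-1 catalytic domain; Buffer or medium: Acidic Tris acetate buffer with magnesium and detergent; Also added: Phosphorylated 17-residue peptide substrate; Compound: single 20 µM dose, 1% DMSO; Schedule: enzyme reaction 45 min at room temperature, colour 5 min, stabilisation 30 min; Signal: Phosphate-binding colour reagent, absorbance read at 630 nm.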
DNMT1 inh – blocks human DNA methyltransferase DNMT1; DNMT1 molecular beacon, Hinp1I cleavage, fluorescence; inhibition (reported as % activation of signal), % at 10 µM; actives 0.83% (n = 360,000); AID 588458; in the data active = inhibition above about 50%
Target sequence (P26358 504-1616 limits assumed): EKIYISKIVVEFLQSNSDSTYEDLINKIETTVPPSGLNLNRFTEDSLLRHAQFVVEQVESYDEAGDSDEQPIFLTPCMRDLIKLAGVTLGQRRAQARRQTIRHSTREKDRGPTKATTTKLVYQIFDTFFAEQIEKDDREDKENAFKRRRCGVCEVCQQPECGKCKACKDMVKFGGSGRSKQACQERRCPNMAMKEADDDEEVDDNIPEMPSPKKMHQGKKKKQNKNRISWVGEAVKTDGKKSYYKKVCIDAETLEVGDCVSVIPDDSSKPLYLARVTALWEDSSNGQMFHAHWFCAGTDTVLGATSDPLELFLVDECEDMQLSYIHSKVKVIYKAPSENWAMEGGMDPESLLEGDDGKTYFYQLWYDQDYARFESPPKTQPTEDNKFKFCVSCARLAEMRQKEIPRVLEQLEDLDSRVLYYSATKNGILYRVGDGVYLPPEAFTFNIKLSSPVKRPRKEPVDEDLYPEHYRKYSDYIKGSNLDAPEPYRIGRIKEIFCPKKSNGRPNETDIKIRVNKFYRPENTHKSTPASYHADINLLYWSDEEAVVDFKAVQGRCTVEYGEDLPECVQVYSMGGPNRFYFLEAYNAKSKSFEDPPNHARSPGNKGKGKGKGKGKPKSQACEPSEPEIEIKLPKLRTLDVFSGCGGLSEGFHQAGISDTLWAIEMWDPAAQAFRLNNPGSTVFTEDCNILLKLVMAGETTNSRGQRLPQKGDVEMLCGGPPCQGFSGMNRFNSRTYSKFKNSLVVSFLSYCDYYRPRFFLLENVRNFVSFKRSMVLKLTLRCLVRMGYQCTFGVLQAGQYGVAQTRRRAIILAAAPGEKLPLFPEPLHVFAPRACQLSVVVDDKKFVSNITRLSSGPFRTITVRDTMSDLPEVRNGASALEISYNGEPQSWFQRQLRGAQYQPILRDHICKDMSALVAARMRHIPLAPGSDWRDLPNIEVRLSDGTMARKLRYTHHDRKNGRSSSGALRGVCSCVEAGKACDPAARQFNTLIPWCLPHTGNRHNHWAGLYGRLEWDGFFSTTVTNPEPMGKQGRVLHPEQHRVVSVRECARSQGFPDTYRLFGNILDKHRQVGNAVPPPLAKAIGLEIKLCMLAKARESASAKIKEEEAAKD
STEP block – inhibitors of human striatal-enriched phosphatase STEP. recombinant STEP, OMFP fluorogenic substrate, fluorescence. inhibition, % at 20 µM. actives 0.25% (n = 360,000). AID 588621;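 active = inhibition at 20 µM, scaled per plate between control wells, above about 37%, limit read from the data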;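 also: 0% = DMSO with enzyme and substrate and 100% = substrate only without enzyme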
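System: STEP (striatal-enriched tyrosine phosphatase) enzyme, cell-free; medium: Bis-Tris pH 6.0 buffer with DTT, detergent; dosing: 20 µM, 1% DMSO; times: reaction 20 min, ambient temperature; detection: fluorescence, 480/540 nm; read-out basis: normalized % inhibition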
LMPTP inh – blocks human LMPTP phosphatase. P24666. recombinant LMPTP-A, OMFP fluorogenic substrate, fluorescence intensity. inhibition, % at 20 µM. actives 0.22% (n = 360,000);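 active = compounds that cut the enzyme signal by at least half of the control window in the single-dose screen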;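 also: plate controls were DMSO wells with enzyme plus substrate for no effect and substrate without enzyme for full effect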
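Buffer or medium: Bis-Tris pH 6.0, DTT, detergent; Assay system: LMPTP-A enzyme; Quantity: 0.625 nM enzyme; Detection: endpoint fluorescence intensity; Times: 50 min dark incubation at room temperature; Controls: substrate-only low control, DMSO enzyme-plus-substrate high control; Doses: single 20 µM dose; Read-out: percent inhibition versus substrate-only and uninhibited controls; Reagent: 400 µM OMFP.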
SUMO1-SIM PPI – SUMO1-SIM interaction modulation. P63165. SUMO1 binding to a labelled peptide, TR-FRET, 1 h. inhibition, % at 20 µM. actives 0.33% (n = 360,000). AID 602429; in the data active = inhibition above about 37%
bovine MsrA act – bovine methionine sulfoxide reductase A activation; purified bovine MsrA, absorbance read-out; activation, % at 10.6 µM; actives 0.3% (n = 360,000); AID 602163; in the data active = activation above about 7.5%;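 also: 0% = vehicle and 100% = reference activator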
Active calls of the source: *; / = not tested or not shown.

[1] Cc1nc2cc(NC(=O)C3COc4ccccc4O3)ccc2s1 (stereo not drawn)
[2] CN(C(=O)C1CC1)C1CCS(=O)(=O)C1 (stereo not drawn)
[3] CSc1ccccc1NC(=O)CN1CCCCC1C (stereo not drawn)
[4] COc1ccc(C2=NOC(Cn3nc(C(=O)NCc4ccco4)cc3-c3ccccc3)C2)cc1 (stereo not drawn)
[5] CC1(C)OC(=O)C(=CSc2ccc(C(C)(C)C)cc2)C(=O)O1
[6] CCOC(=O)c1c(NC(=O)c2cc(-c3ccc(Cl)s3)nc3ccccc23)sc(C(N)=O)c1C
Screen / compound no.,1,2,3,4,5,6
TbMetRS inhib,-0.5,-0.5,0.0,-0.3,-0.4,-0.3
CendR NRP1 mod,-11,8,-8,-8,-2,-13
E coli Lon inh,1,2,-4,-9,-7,-4
MsrA inh,-0.3,0.7,2.5,-0.9,0.0,0.0
Scp-1 inhibitor,3,3,1,-11,-9,9
DNMT1 inh,-6,4,-1,14,3,56*
STEP block,-3,-1,0,3,0,6
LMPTP inh,-1.1,0.0,-0.6,1.2,-0.2,21
SUMO1-SIM PPI,-3,0,2,1,-1,2
bovine MsrA act,-3,-12,0,-3,-2,-4

[7] COc1ccc(/C=N/NC(=O)c2ccn[nH]2)cc1Cn1nc(C)c([N+](=O)[O-])c1C
[8] CCCC(=O)N(Cc1cc2cc(C)ccc2[nH]c1=O)c1ccccc1OC
[9] CC(C)SCC(=O)Nc1ncc2c(n1)-c1ccccc1CC2
[10] Cc1ccc(OCCN(C)C(=O)C2CCC(=O)N(CC3CCCCC3)C2)cc1 (stereo not drawn)
[11] CCOc1ccc(-n2c(C)cc(/C=N\NC(=O)CC(=O)NC3CCCCC3)c2C)cc1
[12] COc1ccc(NC(=O)c2ccc3c(=O)n(Cc4ccco4)c(=S)[nH]c3c2)c(OC)c1
Screen / compound no.,7,8,9,10,11,12
TbMetRS inhib,-0.1,0.7,0.4,0.1,0.4,-0.6
CendR NRP1 mod,4,8,-14,7,0,0
E coli Lon inh,6,-6,4,-8,-6,0
MsrA inh,0.8,0.6,1.6,-0.7,0.1,0.7
Scp-1 inhibitor,1,-2,36,-2,-7,-8
DNMT1 inh,-2,0,15,-3,-9,-6
STEP block,-2,1,0,-2,1,-1
LMPTP inh,-0.2,-1.0,2.3,0.0,0.0,1.0
SUMO1-SIM PPI,-7,4,14,4,-1,9
bovine MsrA act,-5,-1,-4,-2,1,-3

[13] Cc1cccc(C)c1NC(=O)CN1CCN(CC(=O)c2cc(C)n(C3CC3)c2C)CC1
[14] COC(=O)C(CCCCNC(=O)OCc1ccccc1)NC(=O)CN (stereo not drawn)
[15] COc1ccc(C(=O)COC(=O)CCN=C2NS(=O)(=O)c3ccccc32)cc1OC
[16] CC(=O)Nc1ccc(S(=O)(=O)N2CCN(S(=O)(=O)N3CCCCCC3)CC2)cc1
[17] Cc1[nH][nH]c(=O)c1C(c1c(C)[nH][nH]c1=O)c1cn(C)c2ccccc12
[18] CSc1ncc(C(=O)Nc2ccccc2C)c(C)n1
Screen / compound no.,13,14,15,16,17,18
TbMetRS inhib,-0.2,-1.4,0.3,-0.7,-0.7,0.4
CendR NRP1 mod,-4,-4,-9,3,20*,-2
E coli Lon inh,6,-6,-2,5,1,-11
MsrA inh,0.6,-1.5,2.1,0.7,1.2,-1.3
Scp-1 inhibitor,-12,-2,-7,-4,-8,-2
DNMT1 inh,0,-1,2,-5,16,2
STEP block,3,-3,-2,0,7,2
LMPTP inh,-1.4,-3.4,-0.4,-1.5,3.2,-0.7
SUMO1-SIM PPI,0,-1,1,0,6,5
bovine MsrA act,-3,-4,-3,-4,-2,0

[19] CCOC(=O)c1cnc(Nc2nc3ccccc3o2)nc1CSC(=S)N(CC)CC
[20] CNC(=O)COC(=O)C1CCN(S(=O)(=O)c2ccc3c(c2)OCCO3)CC1
[21] Cc1ccc(NC(=O)CSCc2cc(=O)n3cc(C)sc3n2)c(C)c1
[22] COc1ccc(/C(O)=C2/C(=O)C(=O)N(c3ncccn3)C2c2ccc(F)cc2)cc1 (stereo not drawn)
[23] COc1ccc(S(=O)(=O)N2CCCCC2)cc1NC(=O)COC(=O)c1ccco1
[24] CCOc1ccc(/C=N/Nc2cc(C)nc(N3CCOCC3)n2)cc1
Screen / compound no.,19,20,21,22,23,24
TbMetRS inhib,-0.2,-0.5,-0.1,-0.8,-0.3,-0.2
CendR NRP1 mod,-8,-8,4,13,3,12
E coli Lon inh,1,-8,-9,-1,5,-9
MsrA inh,2.0,2.5,1.7,1.4,0.3,3.8
Scp-1 inhibitor,9,-5,-5,-11,-10,-15
DNMT1 inh,1,-1,2,1,1,0
STEP block,-3,3,0,2,-1,0
LMPTP inh,-0.9,-0.2,-0.5,-1.0,-0.3,0.8
SUMO1-SIM PPI,2,0,-2,-20,3,-6
bovine MsrA act,-3,-2,-2,-4,0,-3

[25] C(=N\Nc1nn[nH]n1)/c1ccccc1
[26] NC1=NC[C@@H](Cc2ccc(O)cc2)N1CC1CCCCC1
[27] CCOc1ccc(NC(=S)N2C3CCCC2CC(NC(=O)C2CC2)C3)cc1 (stereo not drawn)
[28] Cc1cc2c(cc1C)CSC(c1ccccc1OC(=O)C(C)(C)C)SC2
[29] OC(CNCC1CCCO1)Cn1c2ccc(Br)cc2c2cc(Br)ccc21 (stereo not drawn)
[30] O=C(CSc1nnc2ccccn12)N1CCc2ccccc2C1
Screen / compound no.,25,26,27,28,29,30
TbMetRS inhib,-0.8,-0.5,-0.2,-1.8,0.1,0.3
CendR NRP1 mod,15,0,1,1,8,0
E coli Lon inh,0,-4,-13,-1,0,4
MsrA inh,1.1,0.4,-0.1,0.1,0.3,1.0
Scp-1 inhibitor,-5,1,23,-9,0,-6
DNMT1 inh,4,0,12,1,-8,-1
STEP block,1,1,2,5,1,0
LMPTP inh,-1.1,-0.5,0.8,4.7,3.3,-0.8
SUMO1-SIM PPI,-5,-4,-5,0,-2,-5
bovine MsrA act,-3,-5,-2,-11,-2,3

[31] CC1=NC(C#N)=C(C#N)NC(C)(C)C1
[32] Cc1nc2ccccc2n1CC(O)COC1CCCCC1 (stereo not drawn)
[33] CC1CC(C)CN(S(=O)(=O)c2cccc(C(=O)OCCN3CCCC3=O)c2)C1 (stereo not drawn)
[34] CN(C(=O)CCc1nc2ccccc2c(=O)[nH]1)C1CCS(=O)(=O)C1 (stereo not drawn)
[35] CCOc1ccc(NC(=O)CN(C)CC(=O)Nc2cc(Cl)ccc2C#N)cc1OCC
[36] O=C(CCNC(=O)c1ccccc1Cl)NCC(c1ccco1)N1CCCC1 (stereo not drawn)
Screen / compound no.,31,32,33,34,35,36
TbMetRS inhib,-0.5,-0.3,0.0,-0.4,-0.4,0.5
CendR NRP1 mod,-20,1,21,6,-8,-5
E coli Lon inh,2,0,3,-4,-3,-4
MsrA inh,1.4,/,-0.6,-0.5,2.4,-1.0
Scp-1 inhibitor,3,0,-5,-3,-5,-6
DNMT1 inh,12,4,1,5,-1,0
STEP block,1,1,-4,0,1,-2
LMPTP inh,-0.1,0.7,-1.1,-0.6,-0.6,-8.5
SUMO1-SIM PPI,6,-2,-1,-3,6,-14
bovine MsrA act,0,-3,-4,-5,-8,6

4 entries out of the list, sorted by count of non-hydrogen atoms, rising.
[31] CC1=NC(C#N)=C(C#N)NC(C)(C)C1
[28] Cc1cc2c(cc1C)CSC(c1ccccc1OC(=O)C(C)(C)C)SC2
[36] O=C(CCNC(=O)c1ccccc1Cl)NCC(c1ccco1)N1CCCC1 (stereo not drawn)
[4] COc1ccc(C2=NOC(Cn3nc(C(=O)NCc4ccco4)cc3-c3ccccc3)C2)cc1 (stereo not drawn)
Screen / compound no.,31,28,36,4
TbMetRS inhib,-0.5,-1.8,0.5,-0.3
CendR NRP1 mod,-20,1,-5,-8
E coli Lon inh,2,-1,-4,-9
MsrA inh,1.4,0.1,-1.0,-0.9
Scp-1 inhibitor,3,-9,-6,-11
DNMT1 inh,12,1,0,14
STEP block,1,5,-2,3
LMPTP inh,-0.1,4.7,-8.5,1.2
SUMO1-SIM PPI,6,0,-14,1
bovine MsrA act,0,-11,6,-3

The list goes on:
[37] Cc1ccc(S(=O)(=O)N2CCCCC2C(=O)N(C)c2ccccc2)cc1 (stereo not drawn)
[38] CCC(=O)Nc1nnc(-c2ccncc2)s1
[39] Cc1ccc(C(=O)NCC(=O)NCC(=O)OCC(=O)c2ccc([N+](=O)[O-])cc2)cc1
[40] COc1cccc(C(=O)Oc2ccc(/C=N/NC(=O)c3ccncc3)cc2OC)c1
[41] CN(C)C(=O)C#Cc1ccccc1
[42] Nc1ccc(C2CCCc3nonc32)c2nonc12 (stereo not drawn)
[43] Cc1ccc(S(=O)(=O)Cc2nnnn2-c2ccccc2)cc1
[44] Cc1cccc2sc(N(CCCN(C)C)C(=O)CCc3ccccc3)nc12
[45] Cc1nc(SCC(=O)N(C)Cc2ccco2)c2c(C)c(C)sc2n1
Screen / compound no.,37,38,39,40,41,42,43,44,45
TbMetRS inhib,0.1,-0.6,-0.3,-0.6,-0.4,0.0,0.1,-0.2,-1.2
CendR NRP1 mod,8,4,-3,-3,0,-37,17,-4,-4
E coli Lon inh,5,4,0,6,1,-5,-5,9,-2
MsrA inh,1.0,-1.0,1.1,1.6,0.9,0.7,-0.1,-0.1,0.9
Scp-1 inhibitor,-12,-11,5,-2,0,-4,-8,-24,-1
DNMT1 inh,2,10,-12,-3,1,-5,1,-3,0
STEP block,1,-1,-2,3,0,2,0,-2,2
LMPTP inh,0.2,-0.8,0.9,-0.5,-1.1,1.8,-0.7,0.1,1.1
SUMO1-SIM PPI,4,1,-28,-7,-2,-18,7,-2,7
bovine MsrA act,-1,-1,-1,-1,-2,3,-2,-3,-9

Source: PubChem BioAssay
